SRC3 inh = inhibits human SRC3 coactivator; Q9Y6Q9; HEK293 GAL4-SRC3 luciferase reporter, luminescence; inhibition, % at 3.6 µM; 0.17% of 360,000 active;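 active means inhibition above a per-campaign cutoff, the mean of all compounds plus 3 SD, cut at about 60% in these data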;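 further: 0% = DMSO-treated cells and 100% = gossypol-treated cells at 36 µM; higher means less SRC3-driven luciferase light from the GAL4 reporter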
Target sequence (Q9Y6Q9 whole entry, looked up, the tested form may be a part): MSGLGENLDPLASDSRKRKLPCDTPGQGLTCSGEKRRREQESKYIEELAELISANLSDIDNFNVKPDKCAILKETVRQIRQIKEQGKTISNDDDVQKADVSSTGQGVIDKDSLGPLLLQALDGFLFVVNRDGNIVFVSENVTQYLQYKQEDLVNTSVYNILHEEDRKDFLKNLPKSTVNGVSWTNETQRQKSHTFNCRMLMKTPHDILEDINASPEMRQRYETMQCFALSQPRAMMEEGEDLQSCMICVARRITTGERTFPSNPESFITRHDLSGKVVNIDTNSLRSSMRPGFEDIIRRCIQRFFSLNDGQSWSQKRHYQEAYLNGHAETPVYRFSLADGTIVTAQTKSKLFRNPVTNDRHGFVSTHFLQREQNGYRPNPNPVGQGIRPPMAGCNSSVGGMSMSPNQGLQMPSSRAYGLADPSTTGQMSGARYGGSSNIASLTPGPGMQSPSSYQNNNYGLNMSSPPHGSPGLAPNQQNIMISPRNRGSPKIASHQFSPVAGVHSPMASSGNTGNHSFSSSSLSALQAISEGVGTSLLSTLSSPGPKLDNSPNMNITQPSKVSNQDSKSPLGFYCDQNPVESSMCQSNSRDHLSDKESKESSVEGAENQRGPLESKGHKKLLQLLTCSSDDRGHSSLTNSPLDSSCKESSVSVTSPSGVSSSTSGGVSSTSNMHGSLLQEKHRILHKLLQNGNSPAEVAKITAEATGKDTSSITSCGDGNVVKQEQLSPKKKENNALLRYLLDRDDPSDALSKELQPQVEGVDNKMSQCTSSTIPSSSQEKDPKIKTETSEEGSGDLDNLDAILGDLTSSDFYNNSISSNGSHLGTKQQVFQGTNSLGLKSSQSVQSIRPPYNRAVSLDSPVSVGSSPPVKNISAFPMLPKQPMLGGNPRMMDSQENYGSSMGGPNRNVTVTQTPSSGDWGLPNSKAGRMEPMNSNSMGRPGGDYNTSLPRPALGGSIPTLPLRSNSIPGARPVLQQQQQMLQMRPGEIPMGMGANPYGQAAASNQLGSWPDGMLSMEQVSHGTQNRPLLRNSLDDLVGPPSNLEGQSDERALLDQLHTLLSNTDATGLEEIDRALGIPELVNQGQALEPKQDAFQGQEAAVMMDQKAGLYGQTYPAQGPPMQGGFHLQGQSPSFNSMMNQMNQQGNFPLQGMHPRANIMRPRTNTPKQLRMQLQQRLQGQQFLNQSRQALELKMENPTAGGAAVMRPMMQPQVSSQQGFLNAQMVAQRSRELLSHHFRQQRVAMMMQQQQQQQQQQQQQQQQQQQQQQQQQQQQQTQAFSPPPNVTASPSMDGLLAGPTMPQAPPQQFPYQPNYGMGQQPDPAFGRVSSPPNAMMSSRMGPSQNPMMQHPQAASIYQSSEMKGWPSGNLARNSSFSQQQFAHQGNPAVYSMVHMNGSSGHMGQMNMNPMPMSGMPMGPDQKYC
TROY NFkB inh = inhibitors of TROY-dependent NF-kB signaling | AID 1347056 | 0.98% of 360,000 active | inhibition, % at 10 µM | Q293 LMP1-TROYcd NF-kB luciferase reporter, 4 h;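 active means compounds whose plate-normalised and pattern-corrected inhibition of the luciferase reporter signal at the single screening dose is 50% or more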
TWEAK Fn14 block = TWEAK-Fn14 signaling inhibition | inhibition, % at 10 µM | AID 1159606 | 2% of 360,000 active | TWEAK-stimulated Fn14 reporter cells, luciferase luminescence, 8 h; in the data active means inhibition above about 50%
SRC2 inh = inhibits human steroid receptor coactivator 2. 0.17% of 370,000 active. HEK293 GAL4-SRC2 luciferase reporter, luminescence. AID 651957. inhibition, % at 9 µM;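 active means inhibition above the mean inhibition of all tested compounds plus 3 SD, set per campaign, cut at about 52% in these data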;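 further: 0% = DMSO treated cells and 100% = cells given Gossypol at 36 µM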
LRH-1 inv ag = NR5A2 inverse agonism in reporter assay. 0.13% of 360,000 active. inhibition, % at 3.6 µM. HEK293T StAR-luciferase reporter, LRH-1 transfected, 24 h;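 active means inhibition above the mean inhibition of all tested compounds plus 3 SD, cut at about 73% in these data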;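 further: 0% = DMSO wells and 100% = reporter-only cells lacking LRH-1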
NOD2 RIPK2 PPI = blocks binding of human NOD2 to RIPK2. O43353. CHO BLA complementation NOD2-RIPK2, CCF4 ratio. inhibition, % at 4.98 µM. 0.38% of 360,000 active; in the data active means inhibition above about 21%;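 further: 0% = vehicle only and 100% = reference blocker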
SRC1 inh = human NCOA1 inhibition; Q15788; HEK293 GAL4-SRC1 luciferase reporter, luminescence; inhibition, % at 3.6 µM; 0.12% of 360,000 active;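 active means inhibition above the campaign mean plus 3 SD, with each screening campaign given its own cutoff, cut at about 60% in these data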;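 further: 0% = DMSO treated cells and 100% = gossypol at 36 µM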
NR2F2 inh = inhibitors of human COUP-TFII (NR2F2) | P24468 | HEK293T NGFI-A luciferase reporter, luminescence | inhibition, % at 8.6 µM | 0.7% of 370,000 active | AID 686940;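 active means inhibition above a per-plate cutoff, mean inhibition of test wells between control levels plus 3 SD, cut at about 38% in these data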;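 further: cells cotransfected with COUP-TFII expression vector driving the NGFI-A reporter; 0% = median of COUP-TF2 test wells and 100% = reporter-only cells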
TRAIL sens C8 = caspase-8 TRAIL sensitization; NB7+C8 cells + TRAIL, ATPlite viability luminescence; inhibition (viability loss, TRAIL sensitization), % at 10 µM; 1% of 360,000 active; AID 624354;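 active means compounds causing at least 50% loss of cell viability in the single-dose screen, relative to plate controls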
LMP1 NFkB inh = reduces LMP1-driven NF-kappaB luciferase signal. LMP1-induced NF-kappaB luciferase reporter cells, luminescence. inhibition, % at 12.5 µM. 0.69% of 350,000 active; in the data active means inhibition above about 41%;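 further: 0% = neutral control wells and 100% = reference inhibitor control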
TLR9-MyD88 block = TLR9-MyD88 interaction inhibition; Q9NR96+Q99836; CHO BLA complementation TLR9-MyD88, CCF4 FRET ratio; inhibition, % at 4.98 µM; 0.21% of 340,000 active;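 active means inhibition above the mean over all tested compounds plus 3 SD, cut at about 21% in these data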;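 further: 0% = DMSO only wells and 100% = clavulanate BLA inhibitor control wells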
An asterisk follows results filed as active; x = no result given. These rows are one share of the data (hit frequency here may not be typical).

Order of values – TRAIL sens C8, LRH-1 inv ag, TLR9-MyD88 block, NOD2 RIPK2 PPI, SRC3 inh, LMP1 NFkB inh, TROY NFkB inh, SRC1 inh, TWEAK Fn14 block, SRC2 inh, NR2F2 inh
- O=C(NCc1cccs1)C1CCN(S(=O)(=O)c2cccs2)CC1
    0, -15, -1, -3, -1, -6, 2, 8, -22, 3, -10
- Cc1ccc(/C=[N+](\[O-])c2ccccc2C)o1
    -26, 2, -8, -25, -11, 2, -3, 5, 8, 4, -3
- CCC(C)C(NC(N)=O)C(=O)Nc1ccc(OCc2ccccc2)cc1 (stereo unspecified)
    -23, -27, -1, -10, 9, -2, -12, -11, -6, -18, -4
- Cc1cc(C)c2c(c1)N[C@H](c1cccs1)[C@@H]1CCO[C@H]21
    19, 4, -4, -8, 10, -24, 39, -30, -3, -13, 3
- CS(=O)(=O)c1ccc(Cl)c(NC(=O)COc2ccc3c(c2)CCC3)c1
    -2, -32, 4, -3, 12, -9, 3, -7, -6, -3, 4
- Cc1cccc(C2CC3(CC(C)(C)NC(=S)N3)Oc3cc(O)ccc32)c1 (stereo unspecified)
    -7, 2, x, -1, 12, 5, 11, 16, 9, 5, 15
- CCOC(=O)[C@]12CCCC=C1N(CCC1=CCCCC1)C(=O)[C@H](CC(=O)NCc1ccccc1)C2
    5, 0, x, -1, x, x, x, x, x, -17, 5
- COC(=O)c1ccc(OCC(O)CN2CCOCC2)cc1 (stereo unspecified)
    19, 0, 12, -9, 6, -1, 14, -12, 12, 6, 4
- CN1OC[C@@H]2CN(S(=O)(=O)c3cccc(C(F)(F)F)c3)[C@H](c3ccc(-c4cc5ccccc5o4)cc3)C[C@@H]21
    45, 23, 0, 4, 14, 24, 64*, 9, 62*, 42, 44*
- CC(=O)Nc1ccccc1O
    12, 16, 2, 7, 3, -1, -11, 4, -2, -8, 16
- COc1ccc(CC(=O)NNC(=O)c2ccco2)cc1OC
    -16, 23, 12, 0, -8, -3, 13, -26, -5, 8, 4
- CN(Cc1cnn(C)c1)C(=O)c1cc(COc2c(F)cccc2F)on1
    0, -20, -8, -8, -13, -3, -7, -48, -2, -28, -17
- CC(=O)NCCNc1nc2cc(-c3cccc(Cl)c3)sc2c(=O)n1C
    -4, 7, x, 5, -3, x, 19, 3, 15, 20, 16
- O=C(COC(=O)CNC(=O)c1ccco1)Nc1ccc(Cl)cn1
    -1, -6, -4, -8, 12, 0, 2, -4, 1, -6, 1
- COc1ccccc1-c1cn(CC[C@@H]2CC[C@H](NC(=O)C3CCC3)[C@@H](CO)O2)nn1
    -6, 21, x, -8, x, x, x, x, x, -34, -13
- CN(CC(=O)Nc1cccc(F)c1)C(=O)c1cc(=O)[nH]c2ccccc12
    3, 28, -4, -9, -5, 7, 2, 4, 13, -14, 12
- CN(C)C(CNC(=O)c1coc2ccccc2c1=O)c1ccccc1 (stereo unspecified)
    2, 11, 4, 14, -5, 7, 13, -22, 19, -23, -8
- Cn1nc(C(=O)NCC(=O)Nc2ccc(F)c(F)c2)ccc1=O
    5, 5, 6, -1, -4, 4, 6, -1, 5, 3, 11
- COc1cc(C(=O)Nc2oc(-c3ccccc3)c(-c3ccccc3)c2C#N)cc(OC)c1OC
    7, 3, -3, 0, -1, 4, 40, 9, -4, -17, 2
- Cc1ccc(S(=O)(=O)N2CCOC2CNC(=O)C(=O)NCCN(C)C)cc1 (stereo unspecified)
    -14, 4, -12, -4, 1, -9, -7, 0, 8, 3, 7
- Cn1c(Cn2c(=O)sc3ccccc32)nnc1SCC(=O)NC1CCCC1
    0, 4, -3, -2, 11, 3, -16, 6, 12, -41, 0
- O=C1CSC(=S)N1c1ccccc1
    16, -12, 2, -5, 12, 4, -8, 2, 25, -8, -2
- CC(/C=C/c1ccc(O)cc1)=N/O
    4, -19, -8, 4, 16, -9, -8, -4, 1, 9, -16
- O=C(CN1CCN(c2ccc(F)cc2)CC1)Nc1cccnc1Cl
    -4, -17, 3, -6, 5, -3, -4, 23, -1, 33, 4
- Cn1c(SCC(=O)N2CCCCC2)nc2cccnc21
    9, -3, 0, -4, 8, -2, -2, -14, 0, -5, 9
- CC(C)C(=O)N1CCC1(C)C(=O)Nc1ccc(-n2cncn2)cc1 (stereo unspecified)
    -10, 15, x, 3, -20, x, -9, -3, -2, -20, -8
- Cc1[nH][nH]c(=O)c1C(c1ccc([N+](=O)[O-])cc1)c1c(C)[nH][nH]c1=O
    -16, -4, 2, -1, 13, 2, -7, 1, -7, 4, 3
- COc1ccc(C(=O)Nc2nc(-c3ccccc3)c(C(C)=O)s2)c(OC)c1
    10, -55, 1, -21, -20, -17, -51, -19, -26, -12, -6
- COc1ccc(CCN(C)C(=O)c2cc(=O)c3ccccc3o2)cc1OC
    -6, -22, -9, -12, -12, 0, -11, -7, -22, -8, -4
- Cc1ccccc1OCC(=O)NCC(=O)OCc1ccc(Br)cc1
    1, 11, 9, 7, 7, -5, -5, 3, -5, 13, 3

In another format: entries from further up.
Molecule	TRAIL sens C8	LRH-1 inv ag	TLR9-MyD88 block	NOD2 RIPK2 PPI	SRC3 inh	LMP1 NFkB inh	TROY NFkB inh	SRC1 inh	TWEAK Fn14 block	SRC2 inh	NR2F2 inh
CC(/C=C/c1ccc(O)cc1)=N/O	4	-19	-8	4	16	-9	-8	-4	1	9	-16
O=C(CN1CCN(c2ccc(F)cc2)CC1)Nc1cccnc1Cl	-4	-17	3	-6	5	-3	-4	23	-1	33	4

Next records
Order of values – TRAIL sens C8, LRH-1 inv ag, TLR9-MyD88 block, NOD2 RIPK2 PPI, SRC3 inh, LMP1 NFkB inh, TROY NFkB inh, SRC1 inh, TWEAK Fn14 block, SRC2 inh, NR2F2 inh
- O=C1c2ccccc2NC(c2ccccc2)N1Cc1ccccc1 (stereo unspecified)
    -9, 12, 3, 1, 17, 2, 1, 7, -28, 6, -14
- O=C1NC(c2ccccc2)CCO1 (stereo unspecified)
    -8, -1, 8, -3, 6, 0, -26, -6, 13, -4, -1
- CCCNC(=O)C(Cc1ccccc1F)NC(=O)c1ccccn1 (stereo unspecified)
    -6, 6, -2, 2, -2, 0, -16, 6, 1, 10, -11
- O=[N+]([O-])c1cn(Cc2ccccc2)cn1
    18, 2, -8, -6, 4, 4, 5, 2, -3, -40, -2
- NNC(=O)c1cc2ccccc2[nH]1
    -17, 29, 4, 2, 20, 1, 5, -11, 10, 20, -15
- Cc1cc(=O)[nH]c(SCC(=O)N2c3ccccc3CC2C)n1 (stereo unspecified)
    -3, -7, 3, -11, 5, -9, 15, -7, -4, -7, 5
- NS(=O)(=O)c1ccc(NNC(=O)c2ccccc2C(=O)O)cc1
    -1, -10, x, -3, 24, -10, -20, -87, -6, -13, -6
- Cc1ccc(CNc2cccnc2)cc1
    8, -33, 12, -2, -26, -7, -18, -24, 12, -53, -9
- COc1ccc(/C=N/NC(=O)c2ccc(CSc3nc(C)cc(C)n3)cc2)c(OC)c1OC
    -3, 6, -13, -1, -13, 3, 22, -22, 9, -15, 3
- CC[C@@]12C(=O)N(c3ccc(OC)cc3)C(=O)N1[C@H](c1ccc(Cl)cc1)[C@@H]1C(=O)N(C3CCCCC3)C(=O)[C@@H]12
    -5, 5, -3, -6, 13, 4, -5, 1, 26, -2, 9
- CC(=O)N(Cc1ccc(Cl)cc1)c1cnccn1
    -1, 14, -4, -5, 10, 7, -8, -50, 11, 11, -10
- CC(C)OCCCn1c(SCC(=O)N2CCCC2=O)nc2ccccc2c1=O
    -11, -15, -1, 7, 10, 0, -25, -4, 1, 2, -3
- Oc1cccc(NC(=S)N=Nc2c(O)[nH]c3ccc(Br)cc23)c1
    -9, 20, 0, 16, 16, -10, 5, -22, -2, 10, -2
- O=C(O)c1ccc2oc(=O)c(S(=O)(=O)c3ccccc3)cc2c1
    -10, 4, 1, 3, 10, -2, 3, 0, 17, -23, 5
- Cc1cccc2cc(C(c3nnnn3C(C)(C)C)N(Cc3ccco3)CC3CCCO3)c(=O)[nH]c12 (stereo unspecified)
    -4, -5, 0, 5, -5, 15, -11, -1, 10, 10, 3
- Cc1ccc(C)c(NC(=O)/C(C#N)=C/c2ccc[nH]2)c1
    -27, 16, -7, -3, -14, -9, -7, -19, -6, 19, 3
- CCNC(=S)N1CCc2cc(OC)c(OC)cc2C1COc1ccc(OC)cc1 (stereo unspecified)
    -7, 13, -5, 1, 8, 0, 7, -3, -33, -14, -9
- CCCCNc1ncnc2c1cnn2-c1ccccc1
    34, -112, -3, -4, -58, -7, -58, -84, 19, -15, -40
- O=C(Nc1cccc2nsnc12)c1cc2c(cc1Cl)Sc1nccn1S2(=O)=O
    1, -8, -11, -2, 0, -11, 13, -3, 10, -37, 14
- CCC(=O)N=C1SC2CS(=O)(=O)CC2N1c1cccc(OC)c1 (stereo unspecified)
    -2, -2, 17, 2, -20, 0, -5, -12, 6, 21, -21
- Cc1c(Cl)cccc1NS(=O)(=O)c1cccc2nsnc12
    -11, -17, 7, 9, -18, 22, -14, -5, -5, -19, 2
- COc1ccc(C(C)=O)cc1CC(=O)NCCCn1ccnc1
    1, 8, 6, -19, 0, 4, -21, 11, 4, 10, 0
- CNS(=O)(=O)c1cccc(C(=O)OCCCC(=O)c2ccccc2)c1
    -18, 5, 1, 4, 3, 10, 19, 0, 20, 6, 16
- CCCn1c(SCCc2ccccc2)nc2c1c(=O)[nH]c(=O)n2C
    10, 14, -11, -3, 7, 1, -17, -22, 9, 7, 6
- CCOc1ccc(NC(=O)CNC(=O)c2ccc(OC)c(OC)c2)cc1
    1, 8, -1, -8, 16, 0, 9, 2, 6, -25, 11
- Cc1ccc(OCC(=O)NCCNC(=O)c2ccco2)cc1
    -10, -10, -6, -7, -13, 4, -10, -27, 0, -16, -15
- O=C(CN1C(=O)c2ccccc2C1=O)OCc1nc2ccsc2c(=O)[nH]1
    4, -6, 7, -1, 23, 1, 34, -42, -13, 18, 3
- CCNC(=O)C1CCCN(C(=O)c2cccc(C#N)c2)CC1 (stereo unspecified)
    -5, 3, x, -5, -8, x, -7, -5, 1, -1, 0
- O=C(Nc1ccccc1N1CCCCC1)c1cnccn1
    1, 19, 5, 0, 8, 6, 8, -17, 1, -17, 9
